ATXN2 expr inh – Primary qHTS for Inhibitors of ATXN expression | HEK-293 ATXN2-luciferase reporter, luminescence, 24 h | 360,000 tested, 0.72% active | Potency, µM (doses to about 57 µM), without a hit: at the top dose activity change, negative = inhibition, usual class: inhibitors; further: potency means the concentration at half of the fitted maximal effect; on the % scale 0 is the no-effect control and ±100 the full control effect; nearly all actives have a fitted effect of over 55% in size
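qHTS (up to 57 uM final) was run with 24 h compound exposure of reporter cells at 37 °C. Each well was multiplexed: SteadyGlo luminescence measured ATXN2-luciferase expression after a fluorogenic Gly-Phe-AFC viability readout (25 uM final).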
EPAC2 ag – qHTS for Agonist of cAMP-regulated guanine nucleotide exchange factor 4 (EPAC2): primary screen | Rap guanine nucleotide exchange factor 4 (Homo sapiens), Q8WZA2 | EPAC2 activation, biochemical qHTS; response scale: 100% = 6.5 mM cAMP response | Potency, µM (doses to about 154 µM), for inactives: top-dose activation, hits mostly activators | 360,000 tested, 0.079% active | AID 720711, 2013; further: potency means the concentration at half of the fitted maximal effect; nearly all actives have a fitted effect of over 50% in size
Target sequence (Q8WZA2 whole entry, looked up): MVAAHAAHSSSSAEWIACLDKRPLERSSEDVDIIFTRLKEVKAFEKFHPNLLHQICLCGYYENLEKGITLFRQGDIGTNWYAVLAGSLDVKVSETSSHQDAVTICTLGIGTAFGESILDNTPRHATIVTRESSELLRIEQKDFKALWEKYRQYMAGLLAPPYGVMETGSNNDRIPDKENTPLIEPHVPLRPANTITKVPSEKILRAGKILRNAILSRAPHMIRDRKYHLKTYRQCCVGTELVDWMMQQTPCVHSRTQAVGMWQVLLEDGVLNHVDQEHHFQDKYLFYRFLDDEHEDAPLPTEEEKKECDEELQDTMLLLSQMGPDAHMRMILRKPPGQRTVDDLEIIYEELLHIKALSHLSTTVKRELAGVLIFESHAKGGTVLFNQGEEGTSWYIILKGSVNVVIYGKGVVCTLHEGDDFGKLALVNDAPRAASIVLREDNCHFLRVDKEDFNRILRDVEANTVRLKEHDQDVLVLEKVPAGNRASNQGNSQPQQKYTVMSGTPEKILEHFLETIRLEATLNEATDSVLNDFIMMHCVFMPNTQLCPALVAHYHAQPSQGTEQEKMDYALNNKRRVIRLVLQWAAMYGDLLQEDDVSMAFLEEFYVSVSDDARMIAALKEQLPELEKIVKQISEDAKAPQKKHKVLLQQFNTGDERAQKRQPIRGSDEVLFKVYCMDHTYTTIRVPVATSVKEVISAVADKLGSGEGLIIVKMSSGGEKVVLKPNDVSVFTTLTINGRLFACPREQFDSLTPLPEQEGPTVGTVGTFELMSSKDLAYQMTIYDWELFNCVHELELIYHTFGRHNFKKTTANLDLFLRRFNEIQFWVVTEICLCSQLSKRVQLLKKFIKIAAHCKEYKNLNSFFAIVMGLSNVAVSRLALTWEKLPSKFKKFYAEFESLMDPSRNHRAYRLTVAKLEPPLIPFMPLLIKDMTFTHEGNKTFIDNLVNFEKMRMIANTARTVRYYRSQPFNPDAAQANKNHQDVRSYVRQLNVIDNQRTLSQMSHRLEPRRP
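Fluorescence exchange assay: 100 nM EPAC2 with 250 nM RAP1B-BODIPY-GDP and 50 uM GDP; compounds tested as a concentration-titration series (qHTS). Loss of Rap1-bound BODIPY-GDP fluorescence read at 480/540 nm; data normalized to 6.5 mM cAMP.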
Nrf2 inh – Nrf2 qHTS screen for inhibitors; Potency, µM (highest dose often 46 µM), for the others: at the highest dose activity change, negative = inhibition, actives largely listed as inhibitors; 360,000 tested, 2.1% active; A549 ARE-Fluc reporter, luciferase luminescence, 18-24 h; AID 504444, 2011; further: potency means the concentration at half of the fitted maximal effect; on the % scale 0 is the no-effect control and ±100 the full control effect; nearly all actives have a fitted effect of over 60% in size
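A549 ARE_Fluc cells, 5000/well, 5% FBS OPTI-MEM; compounds in dose-response, 18-24 h at 37 °C/5% CO2; CellTiter-Fluor viability read (Ex 405/Em 525), then BugLite luciferase luminescence = Nrf2 activity.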
ATXN viability – Viability Counterscreen for Primary qHTS for Inhibitors of ATXN expression; S2 cells (HEK-293 line with an ATXN2-luciferase reporter) viability, CellTiter-Fluor protease fluorescence, 24 h; Potency, µM (highest dose often 56.7 µM), usual class: cytotoxic; 400,000 tested, 0.49% active; AID 651635, 2014; further: potency means the concentration at half of the fitted maximal effect; nearly all actives have a fitted effect of over 40% in size
Nrf2 activator – qHTS of Nrf2 Activators; AREc32 ARE-luciferase reporter (MCF7-derived line), luminescence, 24 h; Potency, µM (titrated, usually from 46.1 µM), without a hit: at the highest dose activation, actives largely listed as activators; 410,000 tested, 0.31% active; AID 624171, 2012; further: potency means the concentration at half of the fitted maximal effect; % of control where 0% means no effect; nearly all actives have a fitted effect of over 65% in size
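AREc32_Fluc, 1000 cells/well, OPTI-MEM + 5% FBS, o/n 37 deg C 5% CO2; 23 nL cpd by pin tool, 24 hr; Steady-Glo 30 min RT, luminescence.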
IL-2 act – qHTS of IL-2 Activators. 360,000 tested, 0.065% active. IL-2 activation reporter assay, cell-based qHTS; stimulated with anti-CD3/CD4/CD28 beads; in transgenic mouse T cells. activation, % (series mostly up to about 46 µM); in the data active means activation above about 50%; inconclusive means mostly about 30% to 49%; further: 0% is about no effect
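EGFP and DsRed fluorescence is measured by plate cytometry in unstimulated transgenic mouse T cells exposed to compound for 60 minutes, then stimulated 18 hours at 37 degrees C with anti-CD3/anti-CD4 beads plus anti-CD28.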
A549 viability – Nrf2 qHTS screen for inhibitors: counterscreen for cytotoxicity; A549 ARE-Fluc cells, CellTiter-Fluor viability, 18-24 h; Potency, µM (series often up to 46 µM), inactives show at the top dose activity change, negative = cytotoxicity, hits mostly inhibitors; 390,000 tested, 0.16% active; AID 504648, 2011; further: potency means the concentration at half of the fitted maximal effect; on the % scale 0 is the no-effect control and ±100 the full control effect
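Cytotoxicity counterscreen: CellTiter-Fluor fluorescence was measured in A549 ARE_Fluc cells after 18-24 h of compound exposure in a concentration series. The subsequent BugLite luminescent read reports ARE-luciferase activity.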
TGFb SMAD3 inh – qHTS for Inhibitors of TGF-b; HepG2 CAGA-GFP TGF-b/SMAD3 reporter, GFP fluorescence, 18 h; TGF-beta stimulated, 500 pg/mL final; 410,000 tested, 1.2% active; Potency, µM (titrated, usually from 46.1 µM), for the others: at the highest dose activity, negative = inhibition, most hits filed as inhibitors; further: potency means the concentration at half of the fitted maximal effect; on the % scale 0 is the no-effect control and ±100 the full control effect; nearly all actives have a fitted effect of over 65% in size
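Using HEPG2 CAGA-GFP reporter cells at 1000 cells/well, we pinned test compounds, stimulated with recombinant TGF-beta (500 pg/mL final) and measured total well GFP after 18 h.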
HepG2 tox – qHTS for Inhibitors of TGF-b: Cytotox Counterscreen. HepG2 CAGA-GFP viability, ATP luminescence, 18 h. Potency, µM (highest dose often 46.1 µM), for the others: top-dose activity change, negative = cytotoxicity, usual class: cytotoxic. 410,000 tested, 0.76% active; further: potency means the concentration at half of the fitted maximal effect; some results filed as inactive show a strong effect at the top dose
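CellTiter-Glo luminescence gave cytotoxicity after 18 hours at 37 degrees C. The cells were HepG2 CAGA-GFP in 1% FBS DMEM, stimulated with 500 pg/mL TGF-beta after compound addition. %Activity was normalised to no-cell wells (complete cell-killing) and DMSO (no toxicity), and curves were fitted and classified.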
* marks the source's active call; other numbers are inactive results; i = inactive; ? = inconclusive; · = no result given. Unless noted, the call rests on the fitted dose curve; in most records, active means well fitted curve in the direction sought with a large enough effect; inconclusive means small, poorly fitted or top-dose-only effect, or another doubt; inactive means no such curve, though single readings can be large; an effect the other way counts as inactive or inconclusive.

Structure	TGFb SMAD3 inh	IL-2 act	Nrf2 inh	Nrf2 activator	A549 viability	HepG2 tox	ATXN viability	EPAC2 ag	ATXN2 expr inh
CCOC(=O)C1=CN(Cc2cccc(F)c2)S(=O)(=O)NC1c1ccccc1 (stereo not drawn)	8%	0.6	-9%	4.4%	10%	1%	i	14%	-6%
Oc1ccc(/C=N/N2CCN(C3c4ccccc4-c4ccccc43)CC2)cc1O	-38%	-0.7	9%	4.9%	-5%	-30%	?	8%	?
c1ccc(CSc2nnc(NC3CCCCC3)s2)cc1	-7%	-1.9	·	4.7%	·	-10%	i	16%	·
COc1cc(OC)c2c(=O)cc(-c3cccnc3)oc2c1	-24%	-1.4	-6%	15%	5%	-22%	i	6%	·
Cc1cc(C)cc(N(CC(=O)O)S(=O)(=O)c2c(C)noc2C)c1	0%	-2.0	-2%	-0.5%	-2%	-1%	i	9%	-5%
Cc1ccc(NC(=O)Nc2nnc([C@@H]3C[C@H](O)[C@@H](CO)O3)s2)cc1	?	-0.3	·	-0.2%	·	-7%	i	7%	20%
CCN(C(=O)CCS(=O)(=O)c1ccc2c(c1)CCN2C(C)=O)c1cccc(C(F)(F)F)c1	0%	·	-18%	0.1%	1%	-21%	i	·	-12%
CC(C)(C)Nc1nc(Cl)nc(N(C#N)CN2C(=O)c3ccccc3S2(=O)=O)n1	?	0.1	?	18%	4%	-16%	i	10%	-6%
CCOC(=O)c1c(NC(=S)Nc2ccc(OC)cc2)sc2c1CCC2	-19%	-0.1	5%	-0.3%	10%	-21%	i	14%	-9%
O=C(Nc1ccc2c(c1)OCO2)C(c1ccccc1)N1CCC2(CC1)OCCO2 (stereo not drawn)	-13%	0.3	20%	-0.2%	-3%	7%	i	4%	3%
O=C(Nc1ccccc1)Nc1cccc2nsnc12	?	0.9	?	?	-1%	-24%	·	14%	9%
Cc1ccc(S(=O)(=O)N2CCOCC2)cc1C(=O)OCC(=O)NC1CCCC1	-12%	1.1	3%	-0.7%	3%	2%	?	1%	2%
Cc1cc(C)nc(SCc2nnc(SCC(N)=O)o2)n1	-3%	-0.7	-12%	-0.2%	1%	18%	i	0%	-1%
C=CCn1c(SCCOc2ccc(OC)cc2)nnc1C(C)NC(=O)Cc1ccc(OC)cc1 (stereo not drawn)	-15%	-1.6	23µM*	0.5%	-12%	-8%	i	-1%	2%
O=C(NCc1nc2ccccc2[nH]1)c1cc2ccccc2oc1=O	8%	-0.9	-19%	-0.1%	1%	-22%	i	10%	-11%
O=C1C(=O)N(Cc2cccs2)c2ccccc21	-4%	2.5	4%	2.0%	-1%	4%	i	5%	-13%
Cc1cccc(C(=O)OCC(=O)Nc2ccc3c(c2)OCCO3)c1O	-2%	-0.9	16%	0.0%	-1%	-50%	i	2%	5%
Cc1ccc2nc(N3CCN(C(=O)c4ccccc4F)CC3)c(C#N)cc2c1	?	-0.7	-14%	-0.5%	2%	-24%	i	11%	-24%
CCOC(=O)C1C(c2ccc(O)c(OC)c2)NC(=O)NC1(O)C(F)(F)F (stereo not drawn)	-17%	0.4	5%	-0.5%	0%	4%	i	6%	21%
Cc1cccc(N(C)C(=O)c2cc3c(=O)oc4ccc(C)cc4c3s2)c1	-3%	·	0%	0.4%	12%	-9%	i	·	-2%
Cc1ccc(CN2C3=NC(=O)CN3c3ccccc32)cc1	-10%	0.6	2%	-0.4%	-2%	2%	i	-1%	-5%
Cc1cccc(N2CC(c3nc4ccccc4n3C)CC2=O)c1C (stereo not drawn)	-4%	-1.1	4%	-0.7%	3%	0%	·	-4%	-24%
COC(=O)c1ccc(C)c(NC(=O)CN2C(=O)c3ccccc3S2(=O)=O)c1	7%	-3.3	·	0.9%	-1%	23%	i	3%	-2%
Cc1cccc(C)c1NC(=O)CSc1nnc(-c2cnccn2)n1C	3%	-2.1	-3%	0.1%	-7%	9%	i	6%	10%
O=C(Nc1cccc(Cl)c1)OCCOCCOC(=O)Nc1cccc(Cl)c1	-1%	-0.9	-25%	6.9%	0%	-3%	i	-1%	?
CN(C)C(=O)CCSc1nnc(-c2ccco2)o1	11%	0.5	?	0.4%	-3%	4%	i	-1%	32%
O=C(Nc1cccc(Cl)c1)c1nc[nH]c1C(=O)N1CCc2ccccc2C1	-2%	-0.5	2%	0.0%	8%	-13%	i	-6%	5%
CC(=O)Nc1ccc(S(=O)(=O)n2cnc(C)c2)cc1	-2%	-1.5	·	0.2%	11%	-1%	i	3%	-2%
CCC/C(=N/NC(=O)c1nnn(-c2nonc2N)c1CN1CCCCC1)c1ccccc1	5%	1.9	12%	-1.4%	9%	-66%	i	4%	-7%
COCC(=O)n1nc(-c2ccccc2)nc1NCc1ccc(F)cc1	0%	0.5	20%	0.1%	-5%	-12%	?	-3%	23%
Cn1cccc1C1Nc2ccccc2NC2=C1C(=O)CC(C)(C)C2 (stereo not drawn)	-15%	-0.1	8%	9.5%	1%	-17%	i	7%	8%
Cc1ccc2nc(C3CCN(C(=O)NCc4ccccc4)CC3)[nH]c2c1	?	-1.5	-2%	2.8%	5%	-20%	i	12%	-19%
CCN(Cc1nc2cc(Cl)ccc2c(=O)[nH]1)C(=O)CN1C(=O)NC2(CCCCC2C)C1=O (stereo not drawn)	-1%	-2.9	?	-0.8%	0%	-14%	i	-7%	-3%
COC(=O)c1c(C(C)=O)c(C)n(C)c1C	-17%	-0.2	-30%	-0.9%	-7%	4%	i	6%	1%
COc1ccc(NC(=O)Cn2c(=O)n(CC3CCCO3)c(=O)c3cc(OC)c(OC)cc32)cc1OC (stereo not drawn)	9%	1.6	5%	-0.6%	-16%	-17%	i	9%	1%
Nc1cc(OCC(F)(F)F)cc([N+](=O)[O-])c1	-3%	-0.6	-18%	1.9%	1%	-14%	?	2%	-20%
O=C(NCCc1nc(-c2ccccc2)no1)c1ccco1	-8%	-0.4	11%	7.7%	1%	-3%	i	1%	13%
Cc1cccc(N(C(=O)c2ccc(CN3CCOCC3)o2)C(C(=O)NC(C)(C)C)c2ccc(F)cc2)c1 (stereo not drawn)	0%	0.7	-16%	3.1%	-9%	-6%	i	-15%	-2%
O=C(N/N=C/c1c[nH]c2ccc(Br)cc12)c1ccc2c(c1)OCO2	15%	-0.9	-16%	0.1%	-30%	-29%	?	22%	-11%
CCOC(=O)CSc1nc2c(c(=O)n(Cc3ccccc3Cl)c(=O)n2C)n1C	-7%	-1.4	-8%	-0.3%	-14%	-18%	i	4%	-9%
CCOc1ccc(N2CC(NC(=O)CCc3ccccc3)CC2=O)cc1 (stereo not drawn)	-22%	·	·	-0.2%	12%	-10%	·	·	·
CCN1CCCC1CNC(=O)c1ccc2c(c1)NC(=O)/C(=C\c1ccc(C)cc1)S2 (stereo not drawn)	?	0.3	-4%	-3.3%	15%	16µM*	·	13%	·
Cc1c(SCCO)c(=O)[nH]c2cc3c(cc12)OCO3	-12%	1.4	-20%	0.2%	-2%	-1%	i	0%	1%
CCO[C@H]1OC(C(=O)N2CCN(Cc3ccccc3)CC2)=C[C@@H](c2ccc(C(F)(F)F)cc2)[C@@H]1CCCO	?	-0.7	29µM*	-0.2%	?	-14%	?	-4%	?
CCOC(=O)c1cc(-c2ccccc2)n(-c2cccc(C(=O)Nc3ccc(F)c(F)c3)c2)c1C	?	·	·	-0.2%	-8%	-31%	·	·	·
Nn1c(Cc2ccccc2)nc2sc3c(c2c1=O)CCC3	2%	-1.7	3%	-0.2%	11%	-24%	i	7%	-24%
COc1cc(OC)cc(C(=O)N2CCC(c3ccncc3)CC2)c1	-16%	·	·	-0.8%	-1%	4%	i	·	-2%
CC(C)OC(=O)Nc1ccc2c(c1)N(C(=O)N1CCN(C)CC1)c1ccccc1CC2	-5%	-0.1	5%	2.2%	-11%	-85%	i	10%	-15%
CC(C)(C)Cc1c(-c2ccc(F)cc2)nc2ccc(Cl)cn12	11µM*	-4.0	·	6.0%	·	-55%	?	11%	-37%
Cc1ccc(-n2nc(C(=O)N3CCN(c4cc(Cl)ccc4C)CC3)c3c4ccccc4n(C)c3c2=O)cc1	-11%	·	20%	-0.7%	1%	1%	i	·	-11%
Cn1cc(C(=O)C(F)(F)F)c2ccccc21	11%	3.6	·	0.3%	-3%	21%	i	7%	0%
S=C(NC12CC3CC(CC(C3)C1)C2)N1CCOCC1	13%	0.8	5%	-0.2%	-1%	6%	i	-6%	1%
O=C(O)c1cccc(Nc2nc(-c3cccnc3)nc3ccccc23)c1	0%	-1.2	1%	4.0%	-1%	-2%	i	-6%	5%

Record cards, as listed above. Values in the order: TGFb SMAD3 inh, IL-2 act, Nrf2 inh, Nrf2 activator, A549 viability, HepG2 tox, ATXN viability, EPAC2 ag, ATXN2 expr inh
Entry for S=C(NC12CC3CC(CC(C3)C1)C2)N1CCOCC1 : 13%, 0.8, 5%, -0.2%, -1%, 6%, i, -6%, 1%
Entry for Cc1cccc(N2CC(c3nc4ccccc4n3C)CC2=O)c1C (stereo not drawn) : -4%, -1.1, 4%, -0.7%, 3%, 0%, ·, -4%, -24%
Entry for COc1ccc(NC(=O)Cn2c(=O)n(CC3CCCO3)c(=O)c3cc(OC)c(OC)cc32)cc1OC (stereo not drawn) : 9%, 1.6, 5%, -0.6%, -16%, -17%, i, 9%, 1%
